AMA1-RON2 inh: AMA1-RON2 (P. falciparum) interaction inhibition; 360,000 tested, 0.2% active; AlphaScreen AMA1-biotinylated RON2 peptide binding; Potency, µM (highest dose often 58.2 µM), for inactives: at the top dose activity change, negative = inhibition, actives largely listed as inhibitors; active = well fitted inhibition curve with a large enough effect; inconclusive = small, poorly fitted or top-dose-only effect; inactive = no such curve, though single readings can be large or run the other way;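 also: 0% = vehicle wells and -100% = peptide control; nearly all actives have a fitted effect of over 45% in size; some results filed as inactive show a strong effect at the top dose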
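AMA1 (3D7) with his tag at 25 nM final met compounds first, then biotinylated RON2 peptide at 25 nM; detection used donor plus acceptor beads, 10 µg/mL apiece, read by AlphaScreen after 30 min at room temperature.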
Starred values were filed as active, the others as inactive; ? = inconclusive; [ ] = another dose, or the depositor's remark. Potency is read from the fitted curve at half-maximal effect. An excerpt; count on the stated rates, not on these rows.

SMILES	AMA1-RON2 inh
Cc1ccc(S(=O)(=O)N2C[C@H]3N(C(=O)OC(C)C)N(C(=O)OC(C)C)C[C@H](OC(=O)NCC4CCCCC4)[C@@]3(O)C2)cc1	17%
O=C(O)Cc1c[nH]c2ccccc12	8%
CC(C)c1ccc(NC(=O)c2ccc(-c3ccnn3C)c3ccoc23)cc1	1%
CCOC(=O)c1csc(-c2ccc(COC(=O)c3ccccc3)o2)n1	-20%
CC(=O)OC1C2(CC3N4C(=O)C5(CO)SSC4(CC31O)C(=O)N5C)OC(C)C(C)(C)C2=O (centres undefined)	22%
CC1=CC(Cc2ccccc2)N(C)C(C(N)=O)C1 (centres undefined)	-7%
CCCCN(C)c1c(C)nc2ccc(C(=O)NCCOc3ccc(OC)cc3)cn12	-19%
COc1ccccc1NC(=O)N(C)C[C@H]1Oc2ncc(C#CCN(C)C)cc2C(=O)N([C@H](C)CO)C[C@H]1C	4%
CCCNC(=O)C1(CC2CC(c3ccccc3)=NO2)CCN(C(=O)CCCCCBr)CC1 (centres undefined)	48%[activator]
O=C(Nc1cccc(C(F)(F)F)c1)c1cccc2c(-c3cccnc3)coc12	-13%
CCCCn1c(OC(=S)N(CC)CC)cc(C)nc1=S	-10%
O=C(CCl)N1c2ccccc2Sc2ccc3ccccc3c21	-4%
CC(=NNC(=S)N1CCN(c2ccccn2)CC1)c1nccs1	-60%
COc1ccc(NC(=O)N(C)C[C@@H]2OCc3cn(nn3)CCCC(=O)N([C@@H](C)CO)C[C@H]2C)cc1	-10%
CC(C)CCCCCCCCCCCCC(=O)NCC(=O)NC1C(O)C(O)C(Nc2ncnc3nc[nH]c23)OC1C(O)CO (centres undefined)	-3%
C=Cc1ccc(CC2(C)C(=O)Nc3c(Cl)cccc32)cc1 (centres undefined)	41%
CCCOc1ccc(F)cc1-c1cc(C(=O)NCc2cc(C(F)(F)F)cc(C(F)(F)F)c2)[nH]n1	3%
Cc1cc(=O)oc2c(N)nccc12	?
CC1(C)CC2(C)OC2C2(C1)N=NC(=Nc1ccccc1)O2 (centres undefined)	8%
CC(C)=CCc1c2c(c(O)c3c(=O)c4c(oc13)-c1cc(O)c(O)cc1OC4C=C(C)C)C=CC(C)(C)O2 (centres undefined)	1%
CCN1CCN(Cc2ccc(NC(=O)c3ccc(C)c(NC(=O)c4cncc(-c5cccs5)c4)c3)cc2C(F)(F)F)CC1	?
CCCS(=O)(=O)NC(=O)C1(C)CCN(C(=O)c2ccc(OC)c(F)c2)C1 (centres undefined)	5%
CC[C@H]1CN2CC[C@@]3(C(=O)Nc4ccccc43)[C@@H]2C[C@@H]1/C(=C\OC)C(=O)OC	9%
O=C1N[C@H](Cc2ccccc2)C(=O)N[C@H]1Cc1cn(S(=O)(=O)c2ccccc2)c2ccccc12	-4%
Cc1nn(Cc2ccccc2)c(C)c1NC(=O)CSc1nc2sc3c(c2c(=O)n1C)CCC3	-10%
CC1(C)N=C(N)NC(=NCCCOc2ccc([N+](=O)[O-])cc2)N1	7%
COC1=CC(=O)C(O)=C(CCCCCCC/C=C/CCCCCCCC2=C(O)C(=O)C=C(OC)C2=O)C1=O	?
CCOC(=O)c1c2c(n(-c3ccc(OC)cc3)c1C)C(=O)C(=O)c1ccccc1-2	?
F[B-](F)(F)c1cc2cc(Br)ccc2s1	6%
CC[C@]12C(=O)N(C)C[C@H]([C@@H]3C(=O)N(Cc4ccccc4)C(=O)[C@@H]31)N2C(=O)c1ccc(C(F)(F)F)cc1	0%
N#C/C(=C\c1cccc2ccccc12)c1nn(-c2ccccc2)c(N)c1C#N	-3%
CCN1C[C@@]2(COC)C3[C@@H](OC)[C@H]4[C@@H]1[C@@]3(C1C[C@@]3(O)[C@H](OC(=O)c5ccccc5)C1[C@]4(OC(C)=O)[C@@H](O)[C@H]3OC)[C@@H](OC)C[C@H]2O (some centres undefined)	-7%
CCCS(=O)(=O)NC(=O)C1(C)CCN(C(=O)/C=C/c2ccccc2)C1 (centres undefined)	1%
CC(C)=CCc1c(-c2ccc(O)cc2O)oc2c3c(cc(O)c2c1=O)OC(C)(C)C=C3	-3%
O=c1cc(-c2ccccc2)oc2c1CCCC2	-3%
O=c1oc2ccccc2c(O)c1Sc1c(O)c2ccccc2oc1=O	4%
COc1cc2cc(C(=O)N3CC(COS(C)(=O)=O)c4ccc(O)cc43)[nH]c2c(OC)c1OC (centres undefined)	-8%
C=C(C)[C@@]12OC3(c4ccccc4)O[C@@H]1C1[C@@H]4O[C@]4(CO)[C@@H](O)[C@]4(O)C(=O)C(C)=C[C@H]4[C@@]1(O3)[C@H](C)[C@H]2OC(=O)/C=C/C=C/c1ccccc1 (some centres undefined)	-5%
Nc1nc2ccccc2cc1C(=O)NCCCCc1ccccc1	3%
CC[C@H](C)[C@H]1O[C@]2(CC[C@@H]1C)C[C@@H]1C[C@@H](CC=C(C)[C@@H](O[C@H]3C[C@H](OC)[C@@H](O[C@H]4C[C@H](OC)[C@@H](O)[C@H](C)O4)[C@H](C)O3)[C@@H](C)C=CC=C3CO[C@@H]4[C@H](O)C(C)=C[C@@H](C(=O)O1)[C@]34O)O2	-6%
Nc1nc2cc3c(cc2cc1C(=O)NCc1ccc(F)cc1)OCO3	26%
COc1cc(NC(=O)c2cccs2)c(OC)cc1NC(=O)c1cccs1	-5%
NS(=O)(=O)c1ccc(S(=O)(=O)c2ccccc2)nc1	5%
Cn1c2nc(=O)n(-c3ccccc3)c(=O)c-2nc2c1CCCC2	6%
Cn1cc(-c2coc3c(C(=O)NCc4cccs4)cccc23)cn1	-6%
COc1ccc(CCNC(=O)c2cc3ccc(Cl)cc3nc2N)cc1	10%
COc1ccccc1CNc1nc(Nc2ccccc2OC)c2sccc2n1	-11%
Cc1ccc(-n2c(=O)[nH]c3ccccc3c2=O)cc1[N+](=O)[O-]	5%
CN1CCN(C(=O)c2cccc3c(-c4ccc(F)c(F)c4)coc23)CC1	-10%
C/C=C(\C)C(=O)OC1[C@H](OC(C)=O)C2(CO)C(CC1(C)C)C1=CCC3C4(C)CCC(O[C@@H]5O[C@H](C(=O)O)[C@@H](O[C@@H]6O[C@H](CO)[C@@H](O)[C@H](O)[C@H]6O)[C@H](O)[C@H]5O[C@H]5O[C@H](CO)[C@@H](O)[C@H](O)[C@H]5O)[C@](C)(CO)C4CCC3(C)[C@]1(C)C[C@H]2O (some centres undefined)	-5%
Cc1cc(Br)cn2c(Cc3ccsc3)c(C3CCCCC3)nc12	-14%
O=C(NCCNC(=O)c1cccnc1)c1cccnc1	-1%
O=c1[nH]c(=O)n(C2OC(CO)C(O)C2O)cc1F (centres undefined)	9%
CCCS(=O)(=O)NC(=O)C1(C)CCCN(C(=O)c2cncc(Br)c2)C1 (centres undefined)	-14%
CCN1C(=O)CC(C(C)C)N(C2CCCC2)c2nc(Nc3ccc(C(=O)NC4CCN(C)CC4)cc3OC)ncc21 (centres undefined)	-2%
CC(C)=CCc1c(-c2ccc(O)cc2O)oc2cc3c(c(O)c2c1=O)C=CC(C)(C)O3	-9%
O=S(=O)(Nc1c(O)ccc2ccccc12)c1cccc2ccccc12	-29%
COc1ccc(NC(=O)N(C)[C@H]2C[C@H]3c4[nH]c5ccc(-c6cccc(C)c6)cc5c4CCN3C[C@H]2[C@H](C)O)cc1	-28%
O=C(NCc1ccccn1)C1CCCN(S(=O)(=O)c2cc(Cl)ccc2Cl)C1 (centres undefined)	-10%
O=C(NCC1CC1)c1cc(-c2ccccc2)nn1CC1CC(c2cccc([N+](=O)[O-])c2)=NO1 (centres undefined)	-1%

The list goes on:
SMILES	AMA1-RON2 inh
C=C[C@H]1[C@H](OC2OC(CO)C(O)C(O)C2O)OC=C(C(=O)OC)[C@H]1C[C@H]1CC(=O)C[C@H](CC(=O)CCc2ccc(O)cc2)O1 (some centres undefined)	-4%
CCC12CC1(C(=O)OC)C(=O)N1CCc3c([nH]c4ccccc34)C12 (centres undefined)	-4%
COc1cccc2c1C(=O)c1c(O)c3c(c(O)c1C2=O)C[C@@](O)(C(=O)CO)C[C@@H]3O[C@H]1C[C@H](N)[C@@H](O)[C@H](C)O1	3%
CN1CCCCC1Cc1ccccc1 (centres undefined)	5%
Cc1c([N+](=O)[O-])cc(N2C(=O)C=CC2=O)cc1[N+](=O)[O-]	-9%
CCOc1cc(C=NNC(=O)N(c2ccccc2)c2ccccc2)ccc1O	-17%
O=C(Nc1ccccc1-c1nnn(CC(=O)N2CCCc3ccccc32)n1)c1cccc(Cl)c1	-17%
O=C1CC(=O)OC(c2ccc([N+](=O)[O-])cc2)O1	10%
CC1C=CC=CC=CC=CC=CC=CC=CC(OC2OC(C)C(O)C(N)C2O)CC2OC(O)(CC(O)CC(O)C(O)CCC(O)CC(O)CC(=O)OC(C)C(C)C1O)CC(O)C2C(=O)O (centres undefined)	18%
CC1=CNC(=O)CC(C)(C)C1	1%
CC(C)=NNc1cnnc2ccc([N+](=O)[O-])cc12	?
NNC(=O)c1ccccc1CO	15%
COC(=O)c1cc(=O)nc(NN=Cc2ccc(OC)cc2)s1	9%
CCCOc1ccc(F)cc1-c1cc(C(=O)Nc2ccc(OC)nc2)[nH]n1	0%
CC1C(=O)N(Cc2cn(CC3CCCCC3)nn2)CCS(=O)(=O)N1Cc1ccc(-c2ccc(Cl)cc2)cc1 (centres undefined)	-7%
Cn1cc(-c2coc3c(C(=O)NCc4ccco4)cccc23)cn1	46%[activator]
CCCC(=O)N1CCC1(C)C(=O)Nc1ccc2scnc2c1 (centres undefined)	6%
COc1ccc(OC)c(NC(=O)C2CC(=O)N(CCc3ccc(F)cc3)C2)c1 (centres undefined)	17%
CC1=C(C)CN2CC(C#N)=C(N)C2C1 (centres undefined)	?
Cc1ccc(Nc2nc(N)nc(N)c2N=O)cc1C	-3%

A portion taken from the entries so far:
SMILES	AMA1-RON2 inh
C=C[C@H]1[C@H](OC2OC(CO)C(O)C(O)C2O)OC=C(C(=O)OC)[C@H]1C[C@H]1CC(=O)C[C@H](CC(=O)CCc2ccc(O)cc2)O1 (some centres undefined)	-4%
CCC12CC1(C(=O)OC)C(=O)N1CCc3c([nH]c4ccccc34)C12 (centres undefined)	-4%
COc1cccc2c1C(=O)c1c(O)c3c(c(O)c1C2=O)C[C@@](O)(C(=O)CO)C[C@@H]3O[C@H]1C[C@H](N)[C@@H](O)[C@H](C)O1	3%
CN1CCCCC1Cc1ccccc1 (centres undefined)	5%
Cc1c([N+](=O)[O-])cc(N2C(=O)C=CC2=O)cc1[N+](=O)[O-]	-9%
CCOc1cc(C=NNC(=O)N(c2ccccc2)c2ccccc2)ccc1O	-17%

(further entries)
SMILES	AMA1-RON2 inh
C#CCOCCOCCOCCNc1nc(N2CCN(C(=O)CCCCCCCCCCNC(=O)[C@H](CCCCN)n3cc(C[C@@H](C)CC)nn3)CC2)nc(N2CCN(C(=O)CCCCCCCCCCNC(=O)[C@H](CCCCN)n3cc(C[C@@H](C)CC)nn3)CC2)n1	?
CC(C=NNC(=O)C(=O)NN=CC(C)=Cc1ccccc1)=Cc1ccccc1	66%[activator]
CCc1nc(SCc2nnc(-c3ccc(C)cc3)o2)c2c(C)c(C)sc2n1	-14%
O=C1N[C@@H](Cc2ccccc2)C(=O)N2[C@H]3Nc4ccccc4[C@@]3([C@]34C[C@H]5C(=O)N[C@@H](Cc6ccccc6)C(=O)N5[C@H]3Nc3ccccc34)C[C@@H]12	-10%
COc1cc(C(=O)NC2CCN(C)CC2)ccc1Nc1ncc2c(n1)N(C1CCCC1)CCC(=O)N2C(C)C	6%
CC(C)C(=O)N1CCCC1(C)C(=O)Nc1ccc2c(c1)OCO2 (centres undefined)	3%
CC(=O)Nc1cc2c(cc1[N+](=O)[O-])-c1ccccc1C2O (centres undefined)	58%[activator]
C1=CC2=NC34CCCCC3CC3=C(CCCC3)N4C2=CC1=NC1CCCCC1 (centres undefined)	-3%
C#CCOCCOCCOCCNc1nc(N2CCN(C(=O)C([C@@H](C)CC)n3cc(C(N)COC(=O)C(F)(F)F)nn3)CC2)nc(N2CCN(C(=O)[C@H](CCCCN)n3cc(C(N)[C@H](C)CC)nn3)CC2)n1 (some centres undefined)	35%[activator]
CC1(C)CC[C@]2(C)CC[C@]3(C)C4C[C@@H]5OO[C@@]6(O5)C(CCCC6(C)C)[C@]4(C)CC[C@@]3(C)C2C1 (some centres undefined)	-10%
O=C(NCc1ccccc1)c1cccc2c(-c3ccc(F)c(F)c3)coc12	4%
CC1(C)C(/C=C/C=C/C=C/C=C2\N(CCCCS(=O)(=O)O)c3ccc4ccccc4c3C2(C)C)=[N+](CCCCS(=O)(=O)[O-])c2ccc3ccccc3c21	8.9µM*
O=C(Nc1c(Br)cc2c(c1Br)Cc1ccccc1-2)C(F)(F)F	1%
[O-]C(=C(C(=S)Nc1cccc2ccccc12)[n+]1ccccc1)c1ccc2c(c1)OCCO2	3%
CCOc1ccc(C2=CC(c3ccccc3)n3ncnc3N2)cc1 (centres undefined)	38%[activator]
COc1ccc(CCNC(=O)c2cc3cc(Cl)ccc3nc2N)cc1OC	-10%
CN(Cc1cccc(-c2ccncc2)c1)C(=O)Oc1ccc([N+](=O)[O-])cc1	-17%

Structures listed so far containing a furan ring, fused or not:
SMILES	AMA1-RON2 inh
CC(C)c1ccc(NC(=O)c2ccc(-c3ccnn3C)c3ccoc23)cc1	1%
CCOC(=O)c1csc(-c2ccc(COC(=O)c3ccccc3)o2)n1	-20%
O=C(Nc1cccc(C(F)(F)F)c1)c1cccc2c(-c3cccnc3)coc12	-13%
Cn1cc(-c2coc3c(C(=O)NCc4cccs4)cccc23)cn1	-6%
CN1CCN(C(=O)c2cccc3c(-c4ccc(F)c(F)c4)coc23)CC1	-10%
Cn1cc(-c2coc3c(C(=O)NCc4ccco4)cccc23)cn1	46%[activator]
O=C(NCc1ccccc1)c1cccc2c(-c3ccc(F)c(F)c3)coc12	4%

Source: PubChem
